NPR1 activator: GC-A (human) enzyme activation; P16066; HEK293 GC-A cells, cGMP TR-FRET, EC30 ANP; 0% at EC30 ANP, 100% saturating ANP; activation, % at 10 µM; hit rate 0.14% among 370,000; in the data active means activation above about 40%
SMARCA2 activ: SMARCA2 function activation, primary screen; MG213 cells, MMTV-luciferase reporter, dexamethasone, overnight; activation, % at 9.1 µM; hit rate 1% among 370,000; AID 652017; in the data active means activation above about 7.8%;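 further: 0% = vehicle wells and 100% = reference activator wells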
ABHD4 inh: inhibitors of mouse ABHD4. purified mABHD4, FP-Rh probe fluorescence polarization. Q8VD66. inhibition, % at 8.92 µM. hit rate 0.54% among 370,000;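 active means inhibition exceeding the mean over every tested compound plus 3 SD, cut at about 30% in these data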;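 further: 0% = plate median of compound wells and 100% = S159A mutant with DMSO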
Target sequence (Q8VD66 whole entry, looked up): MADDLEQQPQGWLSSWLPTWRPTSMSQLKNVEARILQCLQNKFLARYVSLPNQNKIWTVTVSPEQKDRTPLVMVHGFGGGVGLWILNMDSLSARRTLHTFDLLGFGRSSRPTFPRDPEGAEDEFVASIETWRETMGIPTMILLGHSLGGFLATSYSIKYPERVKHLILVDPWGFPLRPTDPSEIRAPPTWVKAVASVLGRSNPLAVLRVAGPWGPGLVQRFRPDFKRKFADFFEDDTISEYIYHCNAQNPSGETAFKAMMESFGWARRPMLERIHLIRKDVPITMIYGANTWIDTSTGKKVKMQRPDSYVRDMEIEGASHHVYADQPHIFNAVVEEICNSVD
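Assay system: wild-type mouse ABHD4 protein; compound: single nominal dose of 8.92 µM, 0.89% DMSO final; schedule: 45 min + 60 min at 25 °C; measured by: FP readout, ex 525 nm / em 598 nm; evaluation: % inhibition of FP-Rh probe binding versus controls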
GC-B act: GC-B (human) receptor activation | P20594 | hit rate 0.11% among 370,000 | activation, % at 10 µM | HEK293-GC-B cells, CNP EC30, cGMP TR-FRET; 0% at EC30 CNP, 100% saturating CNP;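 active means activation at 10 µM reaching about 35% in either raw or pattern-adjusted values, limit read from the data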
PG9 binder: PG9 antibody binding by small molecule; TR-FRET gp120-PG9 antibody binding; hit rate 0.43% among 360,000; inhibition, % at 6.7 µM; AID 624416; in the data active means inhibition above about 8.5%
ARFGAP1 inh: inhibitors of rat ARFGAP1; Q62848; Arfgap1-stimulated ARF1 GTP hydrolysis, GDP FP detection; inhibition, % at 16.5 µM; hit rate 0.26% among 360,000; AID 651572;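 active means inhibition above a per-plate limit, mean inhibition of low control wells plus 3 SD, cut at about 25% in these data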;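 further: 0% = DMSO wells with enzyme and 100% = wells lacking Arfgap1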
Target sequence (Q62848 1-136 limits assumed): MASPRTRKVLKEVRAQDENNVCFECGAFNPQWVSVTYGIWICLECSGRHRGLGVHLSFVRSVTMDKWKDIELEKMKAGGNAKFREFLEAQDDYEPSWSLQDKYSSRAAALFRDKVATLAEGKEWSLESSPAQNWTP
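Replicates: Single well per compound | Assay system: Truncated rat Arfgap1 GAP domain | Control set: No-Arfgap1 wells (100%) versus DMSO full-reaction wells (0%) | Times: Enzyme reaction 120 min at 25 °C after 20 min preincubation | Reagent: Human ARF1(Δ1-17)-GTP substrate | Measured by: Tracer-displacement fluorescence polarization with EDTA stop, 620/688 nm | Measure: Percent inhibition of Arfgap1-stimulated GTP hydrolysis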
HTRA1 inh: HTRA1 (human) protease inhibition | hit rate 0.5% among 340,000 | inhibition, % at 5.96 µM | recombinant HTRA1, FP-rhodamine activity-based probe, fluorescence polarization; in the data active means inhibition above about 36%;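 further: 0% = enzyme with DMSO and 100% = wells lacking enzyme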
NR1D1 modulator: modulates human Rev-erb alpha binding to DNA. P20393. Rev-erbα–FITC-DNA binding, fluorescence polarization, 90 min. activity, % at 10 µM. hit rate 0.79% among 370,000;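 active means activity above about 14%, limit read from the data; passing the limit was not always enough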;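 further: 0% = DMSO wells with 35 nM protein and 100% = DMSO wells with 750 nM protein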
ASAP1 inh: ASAP1 ArfGAP inhibition. ASAP1-stimulated ARF1 GTP hydrolysis, GDP FP detection. inhibition, % at 16.5 µM. hit rate 0.19% among 360,000. AID 624377; in the data active means inhibition above about 25%;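 further: 0% = vehicle with enzyme and substrate and 100% = no enzyme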
Target sequence (Q9ULH1 325-724 limits assumed): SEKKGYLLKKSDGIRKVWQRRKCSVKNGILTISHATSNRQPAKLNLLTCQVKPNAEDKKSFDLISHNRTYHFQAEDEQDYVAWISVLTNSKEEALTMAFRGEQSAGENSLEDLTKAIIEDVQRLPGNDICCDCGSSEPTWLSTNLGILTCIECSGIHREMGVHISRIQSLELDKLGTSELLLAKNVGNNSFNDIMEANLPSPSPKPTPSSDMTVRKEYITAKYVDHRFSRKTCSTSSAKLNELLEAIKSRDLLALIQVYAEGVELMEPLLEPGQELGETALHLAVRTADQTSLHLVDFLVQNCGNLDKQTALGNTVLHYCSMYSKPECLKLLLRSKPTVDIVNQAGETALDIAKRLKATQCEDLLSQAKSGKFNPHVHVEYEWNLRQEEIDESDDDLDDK
rCAG RNA binder: binds r(CAG) RNA repeats | r(CAG) RNA repeat, TO-PRO-1 dye displacement fluorescence | inhibition, % at 3 µM | hit rate 1.3% among 370,000;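 active means inhibition above the plate cutoff, the mean of all test compounds on that plate plus 3 SD, cut at about 35% in these data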;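 further: 0% = DMSO alone and 100% = 100 µM mitoxantrone as full dye displacement; higher means more dye released from RNA so lower well fluorescence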
An asterisk follows results filed as active.

How did O=C(N/N=C/c1ccc(O)c(O)c1O)/C(=C/c1ccc([N+](=O)[O-])cc1)NC(=O)c1ccccc1 do in these assays?
NPR1 activator: -2.2; SMARCA2 activ: -4.5; ABHD4 inh: 56.8*; GC-B act: -6.4; PG9 binder: -0.4; ARFGAP1 inh: -18.5; HTRA1 inh: 62.9*; NR1D1 modulator: 1.6; ASAP1 inh: -15.4; rCAG RNA binder: 65.9*

Results for S=C(NNC(=S)Nc1ccc(Cl)cc1)NNc1ccccc1 ?
NPR1 activator: 3.4; SMARCA2 activ: -2.7; ABHD4 inh: 3.8; GC-B act: 4.2; PG9 binder: 0.4; ARFGAP1 inh: -10.4; HTRA1 inh: 21.8; NR1D1 modulator: -24.0; ASAP1 inh: -1.9; rCAG RNA binder: 2.8

How did Cc1cc(C)cc(Nc2cnn(C34CC5CC(CC(CC(=O)O)(C5)C3)C4)c(=O)c2Cl)c1 do in these assays?
NPR1 activator: -0.6; SMARCA2 activ: -0.6; ABHD4 inh: 7.0; GC-B act: 2.6; PG9 binder: -0.8; ARFGAP1 inh: 2.2; HTRA1 inh: 4.8; NR1D1 modulator: -5.4; ASAP1 inh: -1.2; rCAG RNA binder: 5.7

Results for CCc1c(C(=O)NNC(=S)Nc2ccc(S(=O)(=O)Nc3ncccn3)cc2)csc1C ?
NPR1 activator: 0.6; SMARCA2 activ: -2.4; ABHD4 inh: -1.2; GC-B act: 10.1; PG9 binder: -1.1; ARFGAP1 inh: 8.0; HTRA1 inh: -1.3; NR1D1 modulator: 3.9; ASAP1 inh: -10.1; rCAG RNA binder: 22.7

How did CC(C)(CNc1ccc(C(F)(F)F)cc1[N+](=O)[O-])N1CCOCC1 do in these assays?
NPR1 activator: 2.5; SMARCA2 activ: 4.3; ABHD4 inh: -5.0; GC-B act: -0.6; PG9 binder: -3.9; ARFGAP1 inh: 6.4; HTRA1 inh: -10.0; NR1D1 modulator: -0.1; ASAP1 inh: 5.5; rCAG RNA binder: -4.9

What do the screens show for `Cc1ccccc1Cn1cc(NC(=O)c2cc3nc(-c4ccco4)cc(C(F)(F)F)n3n2)cn1`?
NPR1 activator: 2.0; SMARCA2 activ: -3.8; ABHD4 inh: -6.2; GC-B act: 0.5; PG9 binder: 1.7; ARFGAP1 inh: 4.2; HTRA1 inh: -24.1; NR1D1 modulator: -1.0; ASAP1 inh: 3.9; rCAG RNA binder: 12.5

What do the screens show for `Cc1c(C(=O)NCc2cccs2)oc2ccc(Br)cc12`?
NPR1 activator: -9.0; SMARCA2 activ: 4.4; ABHD4 inh: -5.4; GC-B act: -11.4; PG9 binder: 3.4; ARFGAP1 inh: -2.9; HTRA1 inh: -34.0; NR1D1 modulator: 1.3; ASAP1 inh: -11.2; rCAG RNA binder: 5.6

How did Cc1[nH]c(=O)[nH]c(=O)c1Sc1ccccc1[N+](=O)[O-] do in these assays?
NPR1 activator: 1.2; SMARCA2 activ: -1.8; ABHD4 inh: -3.2; GC-B act: 5.3; PG9 binder: -2.5; ARFGAP1 inh: -8.5; HTRA1 inh: 13.8; NR1D1 modulator: 1.7; ASAP1 inh: -10.5; rCAG RNA binder: 6.0

What do the screens show for `N#Cc1ccccc1COC(=O)c1cccc(S(=O)(=O)N2CCCC2)c1`?
NPR1 activator: -2.2; SMARCA2 activ: -5.0; ABHD4 inh: 4.1; GC-B act: -1.3; PG9 binder: 1.2; ARFGAP1 inh: -1.5; HTRA1 inh: -4.4; NR1D1 modulator: 0.5; ASAP1 inh: 5.2; rCAG RNA binder: 0.6

What do the screens show for `CCOC(=O)c1cc(C)sc1NC(=O)C(c1ccccc1)c1ccccc1`?
NPR1 activator: -19.6; SMARCA2 activ: -0.3; ABHD4 inh: -7.9; GC-B act: -13.5; PG9 binder: -0.6; ARFGAP1 inh: -4.4; HTRA1 inh: -42.4; NR1D1 modulator: 2.1; ASAP1 inh: -2.7; rCAG RNA binder: 4.6

What do the screens show for `O=C(CSc1nnc(-c2ccncc2)n1Cc1ccccc1)NCCc1ccccc1`?
NPR1 activator: 11.9; SMARCA2 activ: -0.2; ABHD4 inh: 1.0; GC-B act: 3.4; PG9 binder: 1.5; ARFGAP1 inh: -10.3; HTRA1 inh: -6.9; NR1D1 modulator: -6.2; ASAP1 inh: -5.0; rCAG RNA binder: 1.9

What do the screens show for `O=C(CSc1ncccn1)Nc1cccc(S(=O)(=O)N2CCOCC2)c1`?
NPR1 activator: 0.4; SMARCA2 activ: -4.1; ABHD4 inh: -6.6; GC-B act: 3.4; PG9 binder: 1.8; ARFGAP1 inh: 6.1; HTRA1 inh: 0.3; NR1D1 modulator: 4.9; ASAP1 inh: 10.4; rCAG RNA binder: 3.6

What do the screens show for `CCNc1nc(OC)nc(N(OC)S(=O)(=O)c2ccc(C)cc2)n1`?
NPR1 activator: -2.1; SMARCA2 activ: -1.9; ABHD4 inh: -5.9; GC-B act: -0.6; PG9 binder: 2.3; ARFGAP1 inh: 12.5; HTRA1 inh: 3.8; NR1D1 modulator: 0.2; ASAP1 inh: 1.6; rCAG RNA binder: -2.6

Results for CCCCNC(=S)N/N=C1\CCCCc2ccccc21 ?
NPR1 activator: 0.4; SMARCA2 activ: -0.6; ABHD4 inh: 12.4; GC-B act: 8.9; PG9 binder: -1.9; ARFGAP1 inh: -2.9; HTRA1 inh: -13.5; NR1D1 modulator: 3.5; ASAP1 inh: 12.0; rCAG RNA binder: -0.2

How did O=C(C(=O)N1CCCc2ccccc21)N1CCCc2ccccc21 do in these assays?
NPR1 activator: 0.5; SMARCA2 activ: -0.2; ABHD4 inh: -6.2; GC-B act: 4.4; PG9 binder: -0.6; ARFGAP1 inh: 7.1; HTRA1 inh: 4.3; NR1D1 modulator: 2.7; ASAP1 inh: 0.2; rCAG RNA binder: -2.4

At a glance, 2 of the compounds above.
How did O=C(N/N=C/c1ccc(O)c(O)c1O)/C(=C/c1ccc([N+](=O)[O-])cc1)NC(=O)c1ccccc1 do in these assays?
NPR1 activator: -2.2; SMARCA2 activ: -4.5; ABHD4 inh: 56.8*; GC-B act: -6.4; PG9 binder: -0.4; ARFGAP1 inh: -18.5; HTRA1 inh: 62.9*; NR1D1 modulator: 1.6; ASAP1 inh: -15.4; rCAG RNA binder: 65.9*

Results for S=C(NNC(=S)Nc1ccc(Cl)cc1)NNc1ccccc1 ?
NPR1 activator: 3.4; SMARCA2 activ: -2.7; ABHD4 inh: 3.8; GC-B act: 4.2; PG9 binder: 0.4; ARFGAP1 inh: -10.4; HTRA1 inh: 21.8; NR1D1 modulator: -24.0; ASAP1 inh: -1.9; rCAG RNA binder: 2.8

More results
What do the screens show for `CN=C1c2cc3cc(OC)ccc3n2CCN1Cc1ccccc1`?
NPR1 activator: 0.0; SMARCA2 activ: -2.3; ABHD4 inh: 0.9; GC-B act: -4.5; PG9 binder: 0.5; ARFGAP1 inh: 0.5; HTRA1 inh: 3.8; NR1D1 modulator: 1.5; ASAP1 inh: 13.1; rCAG RNA binder: 5.3

What do the screens show for `CN(C(=O)NC1CCCCC1)c1ccccc1`?
NPR1 activator: -4.2; SMARCA2 activ: 1.4; ABHD4 inh: -0.1; GC-B act: -5.5; PG9 binder: -1.3; ARFGAP1 inh: 5.0; HTRA1 inh: -0.1; NR1D1 modulator: 2.3; ASAP1 inh: 2.5; rCAG RNA binder: -4.4

Results for COc1nc(Nc2ccc([N+](=O)[O-])cc2)nc(NC(C)C)n1 ?
NPR1 activator: 9.0; SMARCA2 activ: -1.4; ABHD4 inh: 4.1; GC-B act: -1.2; PG9 binder: -0.9; ARFGAP1 inh: 4.2; HTRA1 inh: -7.9; NR1D1 modulator: -9.6; ASAP1 inh: -2.6; rCAG RNA binder: 0.6

Results for Cc1cccc(N2CCN(C(=O)C3CCN(S(=O)(=O)c4cnc[nH]4)CC3)CC2)c1C ?
NPR1 activator: -1.6; SMARCA2 activ: -6.9; ABHD4 inh: -3.5; GC-B act: -1.4; PG9 binder: -1.2; ARFGAP1 inh: 4.6; HTRA1 inh: 4.8; NR1D1 modulator: 3.0; ASAP1 inh: -11.0; rCAG RNA binder: -2.6

How did CCCNc1c(NC(C)=O)c(=O)oc2ccccc12 do in these assays?
NPR1 activator: 2.8; SMARCA2 activ: -0.8; ABHD4 inh: 2.8; GC-B act: 5.2; PG9 binder: -2.3; ARFGAP1 inh: 1.5; HTRA1 inh: 2.6; NR1D1 modulator: -0.3; ASAP1 inh: 5.0; rCAG RNA binder: -2.3

Results for COc1cc(C(=O)ON=C2C(C)=CC(=O)C=C2C)cc(OC)c1OC ?
NPR1 activator: -5.4; SMARCA2 activ: -3.6; ABHD4 inh: -0.8; GC-B act: -8.2; PG9 binder: 0.1; ARFGAP1 inh: -1.2; HTRA1 inh: -1.0; NR1D1 modulator: -2.7; ASAP1 inh: 5.3; rCAG RNA binder: 0.5

Results for Cc1ccc(C(=O)N2CCN(S(C)(=O)=O)C2)cc1 ?
NPR1 activator: 3.9; SMARCA2 activ: -0.5; ABHD4 inh: 2.6; GC-B act: 6.0; PG9 binder: -0.4; ARFGAP1 inh: 2.1; HTRA1 inh: 3.0; NR1D1 modulator: -4.0; ASAP1 inh: 6.2; rCAG RNA binder: 1.2

Results for CC1CC(C)CN(C(=O)CNC(=O)Cn2ccc3ccccc3c2=O)C1 (configuration not stated) ?
NPR1 activator: 3.5; SMARCA2 activ: 0.3; ABHD4 inh: 7.7; GC-B act: -0.2; PG9 binder: 1.8; ARFGAP1 inh: -1.7; HTRA1 inh: -0.1; NR1D1 modulator: 3.5; ASAP1 inh: 5.7; rCAG RNA binder: -0.7

Results for COc1ccccc1-n1c(C)nnc1SCC(=O)Nc1cc(C)cc(C)c1 ?
NPR1 activator: 3.1; SMARCA2 activ: 0.9; ABHD4 inh: 2.5; GC-B act: 1.2; PG9 binder: -3.3; ARFGAP1 inh: -5.7; HTRA1 inh: -4.0; NR1D1 modulator: 6.5; ASAP1 inh: -2.8; rCAG RNA binder: -6.7

Results for O=C(NCc1ccccc1)c1cccc(OCC(=O)N2CCN(C(=O)c3ccco3)CC2)c1 ?
NPR1 activator: -1.3; SMARCA2 activ: 4.1; ABHD4 inh: 2.1; GC-B act: 2.8; PG9 binder: -1.5; ARFGAP1 inh: -8.6; HTRA1 inh: 3.9; NR1D1 modulator: -2.7; ASAP1 inh: 5.1; rCAG RNA binder: -1.6

How did CN(C)c1ccc(/C=C(\NC(=O)c2ccccc2)C(=O)N/N=C/c2ccc(C(=O)O)cc2)cc1 do in these assays?
NPR1 activator: -1.6; SMARCA2 activ: 2.5; ABHD4 inh: 2.1; GC-B act: -7.2; PG9 binder: -14.8; ARFGAP1 inh: 13.8; HTRA1 inh: 2.6; NR1D1 modulator: -0.3; ASAP1 inh: 5.7; rCAG RNA binder: 18.5

How did CCC1CCCCN1CCCNC(=O)COc1cc(=O)n(C)c2ccccc12 (configuration not stated) do in these assays?
NPR1 activator: 1.0; SMARCA2 activ: -0.3; ABHD4 inh: 5.8; GC-B act: 0.6; PG9 binder: 0.9; ARFGAP1 inh: -13.1; HTRA1 inh: 0.2; NR1D1 modulator: -1.0; ASAP1 inh: -12.2; rCAG RNA binder: 4.0
